# Glyco luc inh = N-linked glycosylation inhibition; actives 0.23% (n = 360,000); D54 ERlucT glycosylation luciferase reporter, 24 h; percent of 100 nM tunicamycin response; reporter increase, % at 12.5 µM;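 active = mean luciferase reporter signal, scaled so untreated is 0 and the glycosylation-blocking control 100, at or above a set limit in every replicate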;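 note: luciferase carries N-glycosylation sites so blocking glycosylation raises the light; 0% = median of neutral control wells and 100% = median of 100 nM tunicamycin wells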
# iPSC survival up = increases survival of single human iPS cells; hiPSC single-cell survival, ATPlite luminescence; 100% = ROCK inhibitor wells, 0% = DMSO; actives 0.044% (n = 360,000); survival enhancement, % at 20 µM; AID 602274; in the data active = survival enhancement above about 18%;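 note: cells exposed to compounds for 16 hours before the ATP read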
# ABCB6 inh MLPCN = human ABCB6 transporter inhibition; actives 0.19% (n = 360,000); AID 602162; K562-ABCB6 porphyrin accumulation, flow cytometry, 1 h; hits give low values; fluorescence ratio to DMSO, % at 10 µM; Q9NP58;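 active = fluorescence ratio to DMSO below 75%, the collection mean minus 3 SD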;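 note: signal is porphyrin accumulated inside mitochondria; 100% equals median channel fluorescence of DMSO control wells; lower ratio means ABCB6 inhibition with less porphyrin fluorescence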
# m5-HT2A agonist = mouse HTR2A agonism via beta-arrestin recruitment; CHO-K1 mHTR2A beta-arrestin complementation, luminescence; percent of 30 µM serotonin response; activation, % at 7.6 µM; AID 624169; actives 0.66% (n = 360,000); P35363;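 active = activation above a run cutoff, the mean activation of all tested compounds plus 3 SD, cut at about 14% in these data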;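 note: 0% = plate median of compound wells and 100% = 30 µM serotonin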
# Target sequence (P35363 whole entry, looked up): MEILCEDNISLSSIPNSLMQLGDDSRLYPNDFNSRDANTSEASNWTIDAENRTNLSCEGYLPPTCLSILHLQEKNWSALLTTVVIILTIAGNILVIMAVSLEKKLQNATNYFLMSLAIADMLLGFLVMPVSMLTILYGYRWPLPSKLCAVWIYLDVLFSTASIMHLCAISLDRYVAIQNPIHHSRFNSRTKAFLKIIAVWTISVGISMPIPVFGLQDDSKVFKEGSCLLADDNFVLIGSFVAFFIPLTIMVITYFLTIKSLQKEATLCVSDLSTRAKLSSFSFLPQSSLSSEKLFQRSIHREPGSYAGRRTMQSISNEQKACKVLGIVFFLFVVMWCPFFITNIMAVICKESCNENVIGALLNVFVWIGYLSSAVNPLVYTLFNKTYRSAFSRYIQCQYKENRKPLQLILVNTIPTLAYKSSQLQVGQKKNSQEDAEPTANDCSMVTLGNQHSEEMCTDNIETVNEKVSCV
# PDI turbidity = blocks human protein disulfide isomerase activity; PDI insulin aggregation turbidity, A650, 90 min; actives 0.052% (n = 350,000); P07237; inhibition, % at 10 µM;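 active = mean inhibition across replicates of 30% or more, whatever share of single replicates reach that level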;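 note: absorbance from insulin aggregation driven by PDI reduction with DTT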
# Target sequence (P07237 whole entry, looked up): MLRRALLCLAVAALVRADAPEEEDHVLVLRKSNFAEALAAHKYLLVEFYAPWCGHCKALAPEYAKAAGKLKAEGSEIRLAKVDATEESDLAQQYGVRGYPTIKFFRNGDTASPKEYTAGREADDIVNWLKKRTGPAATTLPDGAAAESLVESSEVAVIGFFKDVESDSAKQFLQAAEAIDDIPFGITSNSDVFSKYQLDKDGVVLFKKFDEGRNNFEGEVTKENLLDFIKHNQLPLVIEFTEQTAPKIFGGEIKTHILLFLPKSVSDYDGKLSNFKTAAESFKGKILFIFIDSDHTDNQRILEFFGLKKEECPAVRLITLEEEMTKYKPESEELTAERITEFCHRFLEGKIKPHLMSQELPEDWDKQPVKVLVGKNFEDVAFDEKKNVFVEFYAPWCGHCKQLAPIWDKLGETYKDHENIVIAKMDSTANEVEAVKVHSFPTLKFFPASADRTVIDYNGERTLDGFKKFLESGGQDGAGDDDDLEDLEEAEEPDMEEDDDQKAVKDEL
# Vif inh = inhibitors of HIV Vif | actives 0.35% (n = 340,000) | HEK293T cells, Vif self-association by quenched fluorescence, imaging, 24 h | inhibition, % at 7.49 µM; in the data active = inhibition above about 50%, passing the limit was not always enough; note: some results filed as inactive read as strong as hits
# Cardio protect = modulators protecting cardiomyocytes from myocardial damage | H9c2 cardiomyocytes, H2O2 injury protection, ATPLite, 2 h | protection from H2O2 cell death, % at 20 µM | actives 0.63% (n = 360,000);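 active = compounds giving at least 50% protection of heart cells from peroxide-induced death in the single-dose screen, raw or plate-pattern-corrected value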;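 note: 0% = DMSO wells with peroxide and 100% = DMSO wells without peroxide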
# Exocytosis inh = blocks lytic granule exocytosis. TALL-104 LAMP-1 surface exposure, flow cytometry; cells stimulated with thapsigargin and PMA. inhibition, % at 10 µM. actives 0.66% (n = 360,000). AID 651702;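 active = inhibition above about 55%, limit read from the data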
# CaV13 ICDI inh = Primary screen for inhibitors of IQ motif and Ca2+-dependent inactivation inhibitor domain binding in CACNA1D, Förster resonance energy transfer in living cells, …. HEK cells, CFP/YFP FRET ICDI-IQ, plate reader, 10 min; percent FRET-ratio fall versus neutral wells. AID 743397. inhibition, % at 12.3 µM. actives 0.098% (n = 340,000);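 active = mean replicate inhibition of at least 30% and at least 1% of replicates passing that level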;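 note: 0% = median of the neutral control wells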
# aDG glyco act = increases alpha dystroglycan glycosylation; activation, % at 10 µM; AID 624168; Pro5-aDG cells, alpha-DG glycosylation AlphaScreen (IIH6); 0% Pro5, 100% B10-LARGE cell signal; actives 0.22% (n = 360,000);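 active = activation of at least 8% versus controls, or a plate z-score of at least 8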;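 note: Pro5 are CHO cells carrying HIG-tagged alpha-DG that lacks glycosylation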
# * hit, by the source's call; . = no result given; & = joins results of further samples.
# Start of the data: the first 12 entries (preview)
# The line under a structure holds: Glyco luc inh	iPSC survival up	ABCB6 inh MLPCN	m5-HT2A agonist	PDI turbidity	Vif inh	Cardio protect	Exocytosis inh	CaV13 ICDI inh	aDG glyco act
> O=S(=O)(c1ccc(Cl)s1)N1CCC2(CC1)OCCO2
→ 2	0.3	100	7	-2	-11	-1	-1	-5	-0.3
> Cc1cc(N/N=C/c2ccccc2F)nc(NCc2ccccc2)n1
→ -1	-0.7	98	0	0	-6	-16	0	-13	-0.2
> Cc1c(C(=O)NCCCN2CCCC2=O)oc2c(Cl)cccc12
→ -1	-0.4	91	2	3	14	-1	-9	-6	0.0
> CC(C)CNS(=O)(=O)c1ccccc1C(=O)N1CCCCC1
→ 1	9.2	101	-3	7	4	2	2	-5	0.1
> CCc1nnc(SCC(=O)Nc2ccc3ccccc3c2)n1N
→ -1	-0.5	89	-1	2	-6	8	0	-2	0.0
> COc1ccc(OC)c(Cc2nnc(CCC(=O)N3CCCCC3)o2)c1
→ 1	0.3	90	-1	-4	0	-1	-2	-3	0.2
> C[C@H](CO)N1C[C@H](C)[C@@H](CN(C)C(=O)Cc2ccccc2)OCCCC[C@H](C)Oc2ccc(NC(=O)NC3CCCCC3)cc2C1=O
→ -2	-2.5	97	-4	7	-1	9	-3	-10	-0.3
> CCn1ccnc1CN(C)C(=O)c1cc(COc2ccccc2SC)on1
→ -2	0.0	100	-1	-1	-9	-2	-2	-6	-0.2
> CC(=O)Nc1ccc(C(=O)OCC(=O)NC(=O)NCc2ccccc2)cc1
→ 1	1.4	99	5	-3	.	2	-1	-16	0.2
> OCCC#Cc1c(-c2ccsc2)sc2ccccc12
→ 0	-1.0	94	0	-4	-4	-10	22	-5	0.0
> Cc1cc(NC(=O)Nc2cccc(C(F)(F)F)c2)no1
→ -4	-0.2	91	-1	11	-4	-7	-2	-2	0.3
> Cc1ccc(N(C)S(=O)(=O)c2cccc(C(=O)NCC(c3cccs3)N3CCOCC3)c2)cc1 (stereo unspecified)
→ 0	-0.5	99	-11	3	.	1	12	-4	0.0

# The list itself, from the start:
# The line under a structure holds: Glyco luc inh	iPSC survival up	ABCB6 inh MLPCN	m5-HT2A agonist	PDI turbidity	Vif inh	Cardio protect	Exocytosis inh	CaV13 ICDI inh	aDG glyco act
> O=S(=O)(c1ccc(Cl)s1)N1CCC2(CC1)OCCO2
→ 2	0.3	100	7	-2	-11	-1	-1	-5	-0.3
> Cc1cc(N/N=C/c2ccccc2F)nc(NCc2ccccc2)n1
→ -1	-0.7	98	0	0	-6	-16	0	-13	-0.2
> Cc1c(C(=O)NCCCN2CCCC2=O)oc2c(Cl)cccc12
→ -1	-0.4	91	2	3	14	-1	-9	-6	0.0
> CC(C)CNS(=O)(=O)c1ccccc1C(=O)N1CCCCC1
→ 1	9.2	101	-3	7	4	2	2	-5	0.1
> CCc1nnc(SCC(=O)Nc2ccc3ccccc3c2)n1N
→ -1	-0.5	89	-1	2	-6	8	0	-2	0.0
> COc1ccc(OC)c(Cc2nnc(CCC(=O)N3CCCCC3)o2)c1
→ 1	0.3	90	-1	-4	0	-1	-2	-3	0.2
> C[C@H](CO)N1C[C@H](C)[C@@H](CN(C)C(=O)Cc2ccccc2)OCCCC[C@H](C)Oc2ccc(NC(=O)NC3CCCCC3)cc2C1=O
→ -2	-2.5	97	-4	7	-1	9	-3	-10	-0.3
> CCn1ccnc1CN(C)C(=O)c1cc(COc2ccccc2SC)on1
→ -2	0.0	100	-1	-1	-9	-2	-2	-6	-0.2
> CC(=O)Nc1ccc(C(=O)OCC(=O)NC(=O)NCc2ccccc2)cc1
→ 1	1.4	99	5	-3	.	2	-1	-16	0.2
> OCCC#Cc1c(-c2ccsc2)sc2ccccc12
→ 0	-1.0	94	0	-4	-4	-10	22	-5	0.0
> Cc1cc(NC(=O)Nc2cccc(C(F)(F)F)c2)no1
→ -4	-0.2	91	-1	11	-4	-7	-2	-2	0.3
> Cc1ccc(N(C)S(=O)(=O)c2cccc(C(=O)NCC(c3cccs3)N3CCOCC3)c2)cc1 (stereo unspecified)
→ 0	-0.5	99	-11	3	.	1	12	-4	0.0
> Cc1ccc2nc3c(c(N)c2c1)CCN3C
→ 15	0.1	99	-2	5	-10	3	-8	-14	0.3
> CCN(c1ccccc1)S(=O)(=O)c1cc(C(=O)Nc2cccc(Cl)c2)ccc1F
→ -10	-2.1	97	-5	-3	-14	-9	17	.	0.9
> COc1ccccc1C(=O)NC(=O)CSc1nc2nc(C)cc(C)n2n1
→ 1	-0.7	100	-5	14	-1	21	-4	-2	-0.3
> CCOC(=O)N1CCN(C(=O)C2CCN(S(=O)(=O)c3cc(C)ccc3OC)CC2)CC1
→ -3	0.9	103	-1	0	-17	7	-7	-7	0.2
> CCOP(=O)(OCC)c1nc(-c2ccccc2)oc1NCc1ccccc1
→ -1	-2.1	97	-1	2	-6	2	-1	-3	0.1
> CN1/C(=C\C=N\O)C(C)(C)c2ccccc21
→ 4	-0.3	107	11	0	-8	-1	2	-14	-0.1
> C[C@H]1CN=C(Nc2ccccc2)N1CCCC1CCCC1
→ -3	0.3	98	-2	1	-1	-7	-2	-10	0.1
> Cc1ccc(C(=O)NNC(=O)C2CCN(c3nc(C)cc(C)n3)CC2)cc1
→ 2	-1.7	93	3	2	-2	-5	0	-6	0.0
> O=c1c(-c2ccnn2-c2cccc(Cl)c2)cnc2n1CCS2
→ 1	5.4	95	2	0	-2	8	3	-5	0.1
> O=C(CSc1nnnn1-c1cccnc1)Nc1ccc(F)cc1F
→ -1	-0.1	110	-3	-7	4	3	0	-6	1.4
> COc1ccc(/C=N/NC(=O)CCNc2n[nH]c(=O)[nH]c2=O)c(OC)c1
→ 2	1.1	94	4	5	0	2	1	-2	-0.3
> CC1=C(C#N)c2nc(N)c(C#N)c(C)c2/C1=C\c1ccc(-c2ccccc2C(=O)O)o1
→ 1	-2.8	102	1	15	-4	-3	0	-12	0.0
> COc1ccc2[nH]c(C(=O)O)c(NS(=O)(=O)c3ccc(Cl)s3)c2c1
→ 0	1.8	99	0	0	-4	7	2	-5	-0.1
> c1cncc(-c2csc(NCc3ccco3)n2)c1
→ -1	1.3	96	-2	8	-9	-3	-2	-4	-0.1
> COc1ccc(/C=N/Nc2ccc(C(=O)O)cc2)cc1OC
→ -14	-0.1	104	7	-9	-1	-6	-2	1	1.1
> CCOC(=O)c1cc2c(ccn2C)n1CC(=O)N1C(C)CCCC1C (stereo unspecified)
→ 1	0.7	93	2	-1	1	1	1	4	0.0
> Cc1cc(C)n(CCCNCC(O)c2ccccc2)n1 (stereo unspecified)
→ 0&1	4.0&-1.6	98&100	5&-1	0&2	4	5&0	3&1	-18&-5	0.2&1.0
> COc1ccc(CCCNC(=O)C2Cc3c(-c4cccc(NC(C)=O)c4)ccnc3O2)cc1 (stereo unspecified)
→ 17	-1.7	95	8	4	-20	3	34	-10	0.3
> O=c1c2cccnc2n(-c2ccccc2)n1Cc1c(Cl)cccc1Cl
→ 4	0.3	102	2	4	3	4	0	-4	0.0
> O=C(CN1CCN(S(=O)(=O)N2CCCCC2)CC1)Nc1cc(Cl)ccc1Cl
→ -1	2.5	88	4	-21	-10	-6	2	-6	0.0
> O=C(CNC(=O)c1sc2ccccc2c1Cl)Nc1ccccc1F
→ -1	-0.4	101	4	17	0	5	2	-6	0.1
> OCCC1CN(Cc2cccn2-c2nccs2)CCN1C1CCCCC1 (stereo unspecified)
→ -1	0.0	103	6	2	-4	0	3	10	0.4
> Cc1cccc(NCCC(=O)c2ccc([N+](=O)[O-])cc2)c1C
→ 2	5.0	96	0	4	4	-11	107*	-2	0.4
> Cc1ccc(NC(=O)c2ccccc2F)c(NC(=O)c2ccccc2F)c1
→ -2	-0.4	98	-6	9	-1	4	-4	-4	-0.1
> CCC(Sc1nc(N)c(NC(=O)c2ccc(OC)cc2)c(=O)[nH]1)C(=O)O (stereo unspecified)
→ 0	0.5	105	1	-9	-14	-4	21	67*	-0.2
> CSC1=NC2(C[C@H]2c2ccccc2)C(=O)N1C (stereo partly specified)
→ 2	0.6	98	-1	-5	1	3	12	-4	-0.1
> CCC(C)c1ccc(O)c(NC(=S)NC(=O)c2cccs2)c1 (stereo unspecified)
→ -8	-2.0	94	-12	-1	-6	-10	12	-7	1.2
> COc1ccc2oc(=O)c(C(=O)Nc3cccc(C)c3)cc2c1
→ -1	0.0	95	-3	-1	-24	-8	2	-4	0.2
> CC(=O)Nc1ccc(N=Cc2nc(-c3ccc(C)cc3)oc2O)cc1
→ 2	-2.4	94	3	1	-7	-9	-2	-17	0.0
> CCOC(=O)/C=C1\CN(CCC(C)C)S(=O)(=O)c2ccccc21
→ -2	0.9	97	3	-7	.	-1	-1	-13	-0.1
> O=C(COC(=O)c1cccs1)NCCC1=CCCCC1
→ 0	-1.4	102	-1	0	3	2	-1	-5	-0.2
> Cn1ccnc1C(O)(c1nnc(-c2ccccc2)o1)C(F)(F)F (stereo unspecified)
→ 1	0.6	101	-3	3	27	-2	-3	.	-0.1
> CC(=O)c1ccc(OCCCC(=O)Nc2cc(S(=O)(=O)N(C)C)ccc2C)cc1
→ 2	0.0	99	-1	-3	-7	2	0	-2	0.2
> C[C@H](CO)N1C[C@H](C)[C@H](CN(C)S(=O)(=O)c2ccc(F)cc2)Oc2ncc(Br)cc2C1=O
→ 1	-0.8	98	-6	1	.	4	-2	-6	-0.2
> Cn1c(=O)c2c(nc(SCC(=O)NCC3CCCO3)n2C)n(C)c1=O (stereo unspecified)
→ 0	8.4	99	3	3	16	1	-1	-8	-0.1
> CCN(CC(=O)Nc1ccccc1-c1ccccc1)Cc1nc2ccccc2c(=O)[nH]1
→ 22	1.5	100	-2	3	1	9	-3	-20	0.1
> COc1cccc(-c2cccc(NC(=O)C3CCN(Cc4cccc(C)n4)CC3)c2)c1
→ 2	-0.5	98	-15	10	10	0	-5	-3	0.0
> O=C(NC(NC(=S)Nc1cccc(Cl)c1)C(Cl)(Cl)Cl)OCc1ccccc1 (stereo unspecified)
→ -1	-2.1	103	-1	-2	-3	-18	7	.	1.9
> C=CCNC(=O)NC(=O)COC(=O)c1nc2nccc(C)n2n1
→ 0	1.2	95	0	-1	-2	1	-1	-5	-0.1
> Cc1ccc(OCC(=O)O/N=C(\N)c2cccnc2)cc1
→ 2	-0.2	95	-4	-1	5	-7	-2	-23	0.2
> O=C(Nc1nc2ccsc2c(=O)s1)c1ccc(F)cc1Cl
→ -8	0.3	95	2	-13	15	-7	-1	-4	0.0
> COc1ccccc1-n1c(SCC(N)=O)nc2c(c1=O)SCC2
→ 0	0.5	97	3	7	5	4	0	-6	0.5
> COc1ccc(NC(=O)[C@@H]2O[C@H](CO)[C@H](O)[C@H](O)[C@H]2O)cc1F
→ 2	-1.4	98	3	3	-5	9	0	-6	0.0
> O=C(COC(=O)c1cnccn1)Nc1ccc(Cl)cc1C(F)(F)F
→ 1	2.9	95	5	0	-6	-1	1	-6	0.5
